Screening data (PubChem)
TNAP inhibition: human TNAP enzyme inhibitors, biochemical, luminescent (AID 518) | Alkaline phosphatase, tissue-nonspecific isozyme (Homo sapiens) | purified TNAP enzyme, luminescent substrate readout; higher % means a stronger effect | inhibition, % at 20 µM; hits with a dose series show IC50 in µM | 0.09% of 64,000 active; in the data active = a potency from the dose series; inactive = the rest, 99 in 100 with inhibition below about 22%;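 note: plate controls were vehicle for no effect and reference inhibitor for full effect; many of its hits are not listed in these tables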
HPDE-C7 cytotoxicity: cytotoxicity in HPDE-C7 cells, cell-based, fluorescence, HTS (AID 430); HPDE-C7 pancreatic duct cells viability, fluorescence; higher % means a stronger effect; one-dose cytotoxicity, % at 10 µM; EC50 in µM for titrated hits; 1.8% of 63,000 active;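 note: cells exposed to compound for 48 hours before viability readout; 0% = vehicle and 100% = reference cytotoxic drug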
Spn MK inh: S. pneumoniae MK inhibitors, primary screen, biochemical, PK/LDH-coupled NADH absorbance. mevalonate kinase [Streptococcus pneumoniae D39]. purified MK, PK/LDH-coupled NADH absorbance 340 nm. inhibition, % at 10 µM. 0.48% of 65,000 active. AID 555, 2006;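 active = ranked among the strongest by inhibition in the single 10 µM screen, a fixed top-ranked set picked for dose follow-up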; note: no value below 0 was filed
HPDE-C7K KRASV12: cytotoxicity in KRAS-transformed pancreatic duct cells, primary screen, cell-based, fluorescence, HTS (AID 431). HPDE-C7K KRASV12 cells, Alamar Blue viability, 48 h; higher % means a stronger effect. 1.7% of 63,000 active. cytotoxicity, % at 10 µM, or EC50 in µM where a hit was titrated;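 active = compounds whose percent cytotoxicity in the single-dose primary screen, scaled between solvent and toxic-drug controls, exceeds 50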;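 note: 0% = DMSO solvent wells and 100% = doxorubicin-treated wells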
HT1080 cytotoxicity: cytotoxicity in HT1080 fibrosarcoma cells, cell-based, fluorescence readout (AID 620); HT1080 viability, fluorescence; higher % means a stronger effect; cytotoxicity, % at 10 µM; hits with a dose series show EC50 in µM; 0.42% of 87,000 active;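 note: cells exposed to compound overnight then 4 h with Alamar Blue; 0% = vehicle DMSO and 100% = killing control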
Spn DPM-DC inh: S. pneumoniae DPM-DC inhibitors, primary screen, biochemical, PK/LDH-coupled NADH fluorescence | diphosphomevalonate decarboxylase (Streptococcus pneumoniae D39) | purified DPM-DC | calls only at 10 µM | 0.49% of 65,000 active;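 active = the 320 compounds with the highest percent inhibition in the single-dose primary screen, excluding strongly autofluorescent ones, cut at about 32% in these data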;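 note: kinetic rate of NADH fluorescence loss reporting ADP formed by the decarboxylase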
PMK inhibit: S. pneumoniae PMK inhibitors, primary screen, biochemical, mevalonate pathway, pilot trial included. phosphomevalonate kinase (Streptococcus pneumoniae D39). inhibition, % at 10 µM. 0.49% of 65,000 active. purified PMK, PK/LDH-coupled NADH absorbance 340 nm;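 active = top-ranked compounds by inhibition in the single 10 µM screen, taking a fixed number of the strongest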;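 note: 0% = full reaction with DMSO carrier and 100% = background rate without enzyme reaction; no value below 0 was filed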
LYP inhibition: LYP phosphatase inhibitors, primary screen, biochemical, DiFMUP fluorescence, recombinant catalytic domain, 10 µM (AID 606); recombinant LYP catalytic domain, DiFMUP fluorescence; higher % means a stronger effect; Tyrosine-protein phosphatase non-receptor type 22 (Homo sapiens); 52,000 tested, under 10 active; inhibition, % at 10 µM, or IC50 in µM where a hit was titrated;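 active = IC50 under 40 µM in the dose-response test; inactive = IC50 of 40 µM or more, or never dose-tested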
Bfl-1 displacement: Bfl-1 inhibitors, primary screen, biochemical, fluorescence polarization, FITC-Bid, mouse (AID 432). FITC-Bid BH3 peptide fluorescence polarization displacement; higher % means a stronger effect. Bcl-2-related protein A1 (Mus musculus). displacement, % at 20 µM; hits with a dose series show IC50 in µM. 0.02% of 64,000 active; in the data active = a potency from the dose series; inactive = the rest, 99 in 100 with displacement below about 15%; note: strong numbers were not always called active
PMK inhibit pilot replicates: second read-out of PMK inhibit, no call of its own (marks repeat the call); inhibition, %; measured here: pilot screen replicates
Spn MK inh pilot replicates: second read-out of Spn MK inh, no call of its own (marks repeat the call); inhibition, %; measured here: pilot screen replicates
Spn DPM-DC inh pilot screen %: also measured in Spn DPM-DC inh; calls as there; inhibition, %; measured here: pilot screen trials
Numbers without * were called inactive; i = inactive; x = no result given; + = active, no number. Cut-off read from the data, not from the text of the source, unless noted: active = cytotoxicity above about 50%; inactive = the rest.

SMILES | TNAP inhibition | HPDE-C7 cytotoxicity | Spn MK inh | HPDE-C7K KRASV12 | HT1080 cytotoxicity | Spn DPM-DC inh | PMK inhibit | LYP inhibition | Bfl-1 displacement | others
Cc1cc(N2CCC(C)CC2)n2ncc(-c3ccccc3)c2n1 | 11.0% | 10.5% | 9.0 | 14.8% | -8.9% | i | 13.0 | x | 1.5%
CC(=O)c1ccc(N2CCN(C(=O)c3ccc(OCc4c(C)noc4C)cc3)CC2)cc1 | 9.0% | -4.5% | 0.0 | -9.4% | 2.7% | i | 17.0 | 6.7% | -0.1%
COc1cc(S(=O)(=O)N(C)C)ccc1F | 13.9% | -1.7% | 5.0 | -13.5% | 6.8% | i | 1.0 | 11.4% | -3.5% | PMK inhibit pilot replicates=7.0;Spn MK inh pilot replicates=2.5;Spn DPM-DC inh pilot screen %=1.5
O=C(O)CCC(=O)Nc1ccccc1C(=O)NC1CCCCC1 | 7.9% | -16.8% | 3.0 | -8.1% | -3.2% | i | 0.0 | x | -5.1%
CSCCNC(=O)c1ccc(C(C)(C)C)cc1 | 12.1% | 7.1% | 11.0 | -2.2% | 2.7% | i | 9.0 | -19.6% | -2.6%
CC1CCN(C(=O)CSc2nnc(CNC(=O)c3ccco3)o2)CC1 | 5.7% | -3.3% | 1.0 | -1.0% | x | i | 12.0 | -4.6% | -4.2%
COCC(=O)N(C)c1nnc(-c2ccccn2)s1 | 9.8% | -15.8% | 0.0 | -16.5% | 10.5% | i | 4.0 | 0.1% | -0.9% | PMK inhibit pilot replicates=3.0;Spn MK inh pilot replicates=0.0;Spn DPM-DC inh pilot screen %=4.5
COc1ccccc1-c1cc(C(=O)NCCN2CCOCC2)no1 | 6.9% | -9.0% | 6.0 | -4.8% | 16.1% | i | 7.0 | 5.9% | -0.7%
CN(C(=O)c1cccnc1)c1nnc(-c2ccccn2)s1 | 9.3% | 0.7% | 6.0 | 10.3% | 4.5% | i | 20.0 | x | 0.2%
Cc1cc(NC(=O)C2CCCCC2C(=O)O)no1 (stereo not drawn) | 12.2% | -2.7% | 3.0 | -5.8% | -1.0% | i | 1.0 | 3.5% | -3.3%
COc1cccc(N(CC(=O)O)S(=O)(=O)c2ccccc2)c1 | 4.8% | -6.4% | 4.0 | -2.3% | -2.7% | i | 3.0 | 21.2% | 3.0%
O=C(CCN1C(=O)COc2ccccc21)NCc1cccs1 | 5.0% | 4.7% | 0.0 | 0.3% | -1.6% | i | 13.0 | x | -1.1%
CCOC(=O)c1ccc(NC(=O)COC)cc1 | 8.9% | 2.5% | 3.0 | -1.0% | -0.3% | i | 0.0 | x | -1.8%
Cc1ccc(NC(=O)CSc2n[nH]c(-c3ccncc3)n2)cc1 | 14.1% | -4.8% | 5.0 | 4.2% | -6.3% | i | 12.0 | -2.3% | 0.8%
COCCCNC(=O)CCn1c(=O)c2ccccc2n(CC(=O)Nc2c(C)cccc2C)c1=O | 11.9% | -3.2% | 0.0 | 7.8% | 8.3% | i | 14.0 | -4.1% | 5.5%
Cc1ccc(C(C)C)c(OCc2nnc3n2CCCCC3)c1 | 8.6% | -6.5% | 0.0 | -8.3% | -14.3% | i | 10.0 | x | -5.2%
CCc1cc2ccccc2nc1SCC(=O)Nc1cc(C)on1 | 8.0% | -1.3% | 2.0 | -7.3% | 12.9% | i | 12.0 | 9.4% | 3.2%
O=C1CCCc2nc(N3CCN(c4ccccc4)CC3)ncc21 | 1.8% | 13.6% | 4.0 | 20.9% | 8.4% | i | 3.0 | x | -3.3%
C=CCN(CC=C)C(=O)C1CCC(C(=O)N(CC=C)CC=C)CC1 (stereo not drawn) | -3.5% | 9.9% | 7.0 | -3.0% | 2.2% | i | 3.0 | 6.5% | -4.9%
CN(c1nc2ccccc2n2c(-c3ccco3)nnc12)S(=O)(=O)c1ccccc1 | 4.0% | -4.3% | 7.0 | 7.2% | -4.4% | + | 1.0 | x | -6.0%
CCN1C2=NCCCN2c2cc(C)c(C)cc21 | -3.0% | 2.6% | 0.0 | 2.2% | 7.1% | i | 12.0 | 4.2% | 0.5%
Cc1cccc(C)c1NC(=O)C(c1ccccc1)N1CCC2(CC1)OCCO2 (stereo not drawn) | 1.1% | 9.2% | 3.0 | 17.3% | 16.1% | i | 12.0 | 7.2% | -5.1%
CN1C(=O)NC(c2ccccc2)C2=C1CN(c1cccc(C(F)(F)F)c1)C2=O (stereo not drawn) | 12.1% | 0.3% | 6.0 | 0.3% | -3.8% | i | 14.0 | x | -7.0%
CCOC(=O)c1ccc(N2C(=O)CC(NC3CCN(C(=O)c4ccc(F)cc4)CC3)C2=O)cc1 (stereo not drawn) | 9.9% | -27.6% | 6.0 | -19.3% | 4.5% | i | 5.0 | 5.0% | -4.1% | PMK inhibit pilot replicates=2.0;Spn MK inh pilot replicates=0.5;Spn DPM-DC inh pilot screen %=3.5
Cc1nc(NCC2CCCO2)[nH]c(=O)c1CCC(C)C (stereo not drawn) | 8.7% | -26.6% | 12.0 | -38.6% | -3.5% | i | 13.0 | 5.4% | -0.3%
COc1ccc(OC)c(CC(NC(C)=O)C(=O)NC2CCN(c3nc(C)cc(C)c3C#N)CC2)c1 (stereo not drawn) | 4.0% | -6.9% | 12.0 | -7.6% | -0.9% | i | 0.0 | 3.1% | -3.4%
COc1ccc(C2=NOC(C(=O)NCc3ccco3)C2)cc1OC (stereo not drawn) | 4.7% | 38.7% | 7.0 | 18.9% | 46.5% | i | 19.0 | 13.8% | 2.7%
Cc1cc(C)cc(NC(=O)CCn2ccnc2C)c1 | 0.8% | -11.8% | 0.0 | -18.1% | -11.4% | i | 15.0 | 0.0% | -7.9%
CN(C)S(=O)(=O)c1cccc(COC(=O)C2=COCCO2)c1 | 8.5% | 1.4% | 5.0 | -1.6% | 9.2% | i | 12.0 | 8.1% | 4.0%
CC(=O)N1c2c(cc(Br)cc2S(=O)(=O)N2CCN(c3ccccn3)CC2)CC1C (stereo not drawn) | 16.4% | -4.7% | 10.0 | 11.5% | x | i | 0.0 | x | -11.4% | PMK inhibit pilot replicates=0.0;Spn MK inh pilot replicates=1.0;Spn DPM-DC inh pilot screen %=0.0
Cc1c(Cl)cccc1NC(=O)CSc1nnc(C)n1-c1ccccc1 | 6.1% | -11.5% | 3.0 | -19.1% | -11.5% | i | 0.0 | 7.1% | -4.8%
COCCCNc1nc2c([nH]1)c(=O)[nH]c(=O)n2C | 4.6% | -1.0% | 1.0 | -5.1% | 21.7% | i | 11.0 | -16.2% | 0.7%
CC(=O)Nc1ccc(C2(O)COc3ccccc3O2)cc1 (stereo not drawn) | 11.5% | 0.1% | 12.0 | -0.1% | 0.7% | i | 1.0 | x | -3.6%
O=C(c1cc(Cl)ccc1Cl)N1CCN(c2ccccn2)CC1 | 15.7% | 5.9% | 1.0 | 1.5% | 3.0% | i | 9.0 | x | -3.7%
O=C(Nc1cccnc1)c1cn(-c2ccccc2)nc1-c1cccs1 | 15.0% | -5.6% | 8.0 | -4.7% | 9.0% | i | 4.0 | -7.9% | -3.0%
COc1cccc(C2CC(C(F)(F)F)n3ncc(C(=O)O)c3N2)c1 (stereo not drawn) | 3.6% | 3.0% | 0.0 | 6.6% | 8.4% | i | 8.0 | 19.7% | -2.5%
Cc1nc2ccc(S(=O)(=O)Nc3ccccc3C)cc2s1 | 6.4% | 4.1% | 3.0 | 7.5% | 2.2% | i | 1.0 | 12.1% | -3.4%
COc1cc(-c2nnc3sc(-c4cccnc4)nn23)cc(OC)c1OC | 5.5% | -9.2% | 3.0 | 5.2% | -13.4% | i | 10.0 | x | -6.1%
COCCCNS(=O)(=O)c1ccc2c(c1)OCCO2 | 1.4% | 0.6% | 2.0 | 7.6% | 5.0% | i | 1.0 | -1.2% | 1.7%
COc1cccc(Cn2nnc(C(=O)Nc3cc(C)ccc3OC)c2N)c1 | -3.2% | 31.5% | 2.0 | 29.0% | -2.6% | i | 5.0 | 2.0% | 1.4%
Cc1nonc1NC(=O)Nc1cccnc1 | 9.4% | -8.4% | 4.0 | 5.4% | -12.1% | i | 10.0 | -6.9% | 1.3%
CC1(C)CC(=O)c2c(nc3ccccc3c2N)C1 | 0.8% | -15.8% | 0.0 | -20.7% | 12.9% | i | 0.0 | x | 2.1%
COc1ccc(OC)c2sc(NC(=O)C3=COCCO3)nc12 | 8.6% | 6.1% | 10.0 | 3.3% | 2.5% | i | 0.0 | 12.1% | 2.5%
CCN1C(=O)C(O)(C2COC(C)(C)CC2=O)c2cc(Br)ccc21 (stereo not drawn) | 15.1% | -46.6% | 6.0 | -52.8% | -49.7% | i | 0.0 | 1.7% | 2.5%
N#Cc1ccccc1-n1c(N)c(C(=O)N2CCCC2)sc1=S | -6.3% | 20.9% | 9.0 | 14.3% | -0.5% | i | 4.0 | -4.6% | -4.0%
Cc1cn(C2C=CC(CO)O2)c(=O)[nH]c1=O (stereo not drawn) | x | x | 7.0 | x | 0.5% | i | 2.0 | 20.2% | x
CCOc1ccc(NC(=O)c2ccc(N)cc2)cc1 | 8.1% | 8.7% | 3.0 | 8.0% | 5.5% | i | 12.0 | -8.2% | -0.9%
O=C(CSc1nc(-c2cccs2)cc(C(F)(F)F)n1)NCc1ccco1 | x | x | 13.0 | x | -9.0% | i | 9.0 | 18.9% | x
CCOC(=O)C1CCCN(C(=O)C2CC(=O)N(c3ccc(C)cc3)C2)C1 (stereo not drawn) | 8.0% | -27.2% | 9.0 | -7.3% | -4.0% | i | 0.0 | 4.6% | -6.7%
O=C(NC1CCCCCC1)c1ccc(N2CCCC2=O)cc1 | 8.7% | -12.4% | 10.0 | -11.1% | 2.8% | i | 12.0 | x | -3.3%
Cc1cccc(-c2nc(CSCC(=O)N3CCN(c4ccccn4)CC3)c(C)o2)c1 | x | x | 4.0 | x | -3.9% | i | 6.0 | x | x
Cc1ccc(C)c(S(=O)(=O)Nc2ccc(S(=O)(=O)Nc3onc(C)c3C)cc2)c1 | 9.0% | -12.0% | 6.0 | 4.9% | -7.8% | i | 6.0 | 3.8% | 8.8%
